# INS promoter inh = TRM-6 insulin promoter activity inhibition | TRM-6 cells (human fetal islet line), insulin promoter-eGFP reporter, imaging; reporter expression induced with tamoxifen | inhibition, % at 2 µM | 130,000 tested, 0.9% active | AID 1273;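 active = inhibition above the mean plus 3 SD, with well images judged a real hit on visual review, cut at about 60% in these data, passing the limit was not always enough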
# SDO1 yeast rescue = sdo1-depleted yeast growth rescue; S. cerevisiae sdo1-depleted JHY4D growth rescue, OD600 30 h; stronger effect = higher value; pdr5 snq2 efflux-pump mutant strain; z-score at 10 µM; 140,000 tested, 0.21% active;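 active = z-score above 3 at both the 24 hr and the 30 hr optical density reads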;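 also: z-score against mean and SD of all compound wells on the same plate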
# SDO1 yeast rescue Rescue 24 h = second read-out of SDO1 yeast rescue, no call of its own (marks repeat the call); z-score; S. cerevisiae sdo1-depleted JHY4D growth rescue, OD600; measured here: growth rescue at 24 h;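 0 is the plate mean of compound wells and units are plate SD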
# * = called active by the depositor; x = not tested or not shown.
# Every second line gives: INS promoter inh	SDO1 yeast rescue	SDO1 yeast rescue Rescue 24 h
CCOC(=O)C1=C(CC)Nc2ccccc2N=C1NC(=O)c1oc2ccccc2c1C
→ -21.4	x	x
CCN(CC(=O)Nc1ccccc1C(=O)Nc1ccccc1)Cc1nc2ccccc2c(=O)[nH]1
→ -15.0	x	x
CCOCCCNC(=O)C(NC(=O)CNC(=O)c1ccccc1)c1ccc(C)cc1 (configuration not stated)
→ -3.3	0.5	0.28
CCCCn1c(=O)cc(N2CCOCC2)[nH]c1=O
→ x	0.45	-0.15
CC(=O)c1cccc(NC(=O)COC(=O)c2n[nH]c3ccccc23)c1
→ 40.0	x	x
CC(=O)Nc1ccc(SCC(=O)OCC(=O)NC(=O)NC2CCCC2)cc1
→ -25.0	x	x
O=S(=O)(CCSc1nc2ccccc2o1)Cc1ccccc1
→ 20.0	0.29	0.08
Cc1cccc(Nc2nnc(SCC(=O)Nc3cccnc3Cl)s2)c1
→ -13.3	-0.23	-0.4
CCOC(=O)C1CCCN(C(=O)CCCOc2cc(=O)n(C)c3ccccc23)C1 (configuration not stated)
→ x	-0.39	-0.27
COc1ccc([N+](=O)[O-])cc1-n1cccc1
→ -11.8	0.65	0.46
Cc1ccc(-n2nnnc2Sc2nc([N+](=O)[O-])nn2C)cc1
→ x	1.15	0.78
CCOC(=O)c1ccc(NC(=O)CSc2ccc(-c3ccncc3)nn2)cc1
→ -8.3	x	x
COc1ccc2c(c1OC)C(=O)N1c3ccccc3C(=O)N(c3ccc(F)cc3)C21 (configuration not stated)
→ -68.6	-1.05	-0.61
Cc1cc(F)ccc1S(=O)(=O)N1CCCOC1CNC(=O)C(=O)NCCC1=CCCCC1 (configuration not stated)
→ 0.0	0.25	0.22
CCc1cccc(OCCCCNCCCOC)c1
→ 23.1	-0.12	-1.03
COc1ccc(CNC(=O)CCSc2ccc(F)cc2)cc1OC
→ 35.7	x	x
CC(C)CN(C#N)c1nc(N2CCOCC2)nc(N2CCOCC2)n1
→ -78.6	0.79	0.22
Cc1ccc(-c2cc(C(=O)Nc3cc(C)on3)c3ccccc3n2)c(C)c1
→ x	-2.63	-2.11
O=C(COc1cccc(Cl)c1)Nc1ccc(N2CCOCC2)cc1
→ 0.0	0.37	-0.2
O=C(CSc1nnc(Nc2ccccc2)s1)NN1C(=O)NC2(CCCCC2)C1=O
→ 10.5	0.04	-0.67
CC1CCC(C(C)C)C(OP(=O)(c2ccccc2)C(O)c2ccncc2)C1 (configuration not stated)
→ -25.0	x	x
O=C(COc1ncnc2c(Cl)cc(Cl)cc12)N1CCN(S(=O)(=O)c2ccccc2)CC1
→ -5.5	0.5	-0.18
COc1ccc(C=O)cc1OS(=O)(=O)c1ccccc1[N+](=O)[O-]
→ 28.2	-0.04	-0.69
CC(/C=N/NC(=O)c1cccnc1)=C\c1ccccc1
→ 50.0	x	x
Cc1ccc(NC(=O)c2ccc(S(=O)(=O)C(F)F)cc2)c(C)c1
→ x	0.42	0.18
COc1ccc(N(C(=O)c2ccco2)C(C(=O)NC2CCCC2)c2cccs2)cc1OC (configuration not stated)
→ -107.7	0.61	-0.29
O=C(CCSCCC(=O)NCC1CCCO1)NCC1CCCO1 (configuration not stated)
→ 52.0	0.06	-0.26
O=C(CSc1nc(Nc2ccccc2)nc(N2CCOCC2)n1)Nc1ccccc1Cl
→ -40.0	-1.15	-0.58
CN=C1SC(CC(=O)Nc2ccc(C(=O)O)cc2)C(=O)N1C (configuration not stated)
→ 20.7	0.1	-1.06
Cc1ccc(C)c(CSc2nnc(-c3cccs3)n2Cc2ccco2)c1
→ -25.7	-2.07	-1.05
CN1C(=O)c2ccccc2Sc2ccc(NC(=O)N3CCCC3)cc21
→ -36.4	0.58	0.73
O=C(NS(=O)(=O)c1ccc2c(c1)OCCO2)c1ccccc1
→ -119.0	0.75	1.06
CCOC(=O)C1CCN(c2c(Nc3ccc4c(c3)OCCO4)c(=O)c2=O)CC1
→ x	1.22	1.31
Cc1cccc(/C=C(\c2nc3ccccc3[nH]2)S(=O)(=O)c2ccccc2)c1
→ 0.0	-1.5	-1.19
CC(NC(=O)NC1CCCCC1)C(c1cccs1)N1CCOCC1 (configuration not stated)
→ x	-0.02	-0.44
CC1CCc2sc3c(c2C1)c1ncnn1c(=O)n3CC(=O)c1ccc(Br)cc1 (configuration not stated)
→ 40.5	x	x
COc1ccc(S(=O)(=O)N2CCN(Cc3ccc(Cl)cc3)CC2)cc1
→ -37.8	-1.98	-2.07
O=C(Nc1ccccc1)Nc1nnc(CSCc2ccccc2Cl)s1
→ 3.2	0.16	0.83
Cc1cc(NC(=S)NC(=O)c2ccco2)c2ccccc2n1
→ 47.6	x	x
C=CCN1C(=O)NC2(O)C(=O)c3ccccc3C12O (configuration not stated)
→ 7.7	0.86	1.27
O=c1cc(N2CCN(c3ccc(F)cc3)CC2)[nH]c(=O)n1Cc1ccc(F)cc1
→ x	-0.14	-0.64
CCOC(=O)CCc1c(C)n(CC)c2ncnn2c1=O
→ x	1.24	0.43
CCc1ccc(C(=O)Cn2ncc(Cl)c(Cl)c2=O)cc1
→ -54.3	-1.41	-0.22
CN(NC(=S)Nc1ccc(OC(F)F)cc1)C(=S)Nc1ccc(OC(F)F)cc1
→ x	-0.44	-0.39
Cc1cc(Cl)ccc1NC(=O)Cn1cncn1
→ -15.4	x	x
CCC(=O)Nc1cc(NC(=O)CSc2nnc(C(C)C)n2CC)ccc1C
→ -50.0	0.59	-0.23
Cn1c(=O)c(=O)n(C)c2cc(S(=O)(=O)N3CCCCC3)ccc21
→ 5.7	0.27	-0.67
CCN(CC)S(=O)(=O)c1ccc(N2CCCCC2)c(NC(=O)/C(C#N)=C/c2ccc(OC)cc2)c1
→ -16.7	0.59	0.46
CC(C)=NNc1nc(-c2ccccc2)c(C)s1
→ 43.8	x	x
COc1ccc(/C=N/c2oc(-c3ccccc3)cc2C#N)cc1
→ 0.0	0.94	0.89

# The list continues:
# Every second line gives: INS promoter inh	SDO1 yeast rescue	SDO1 yeast rescue Rescue 24 h
Cc1cccc(C)c1NC(=O)C1CCCNC1 (configuration not stated)
→ x	0.39	0.12
CC(=O)NCCNC(=O)CNC(=O)c1ccc(Cl)cc1
→ x	0.5	-0.25
COC(=O)c1cccc(C(=O)Nc2cnc3ccccc3c2)n1
→ 45.2	0.23	0.28
O=C1CC(c2cccnc2)c2cc3c(cc2N1)OCCO3 (configuration not stated)
→ -60.0	0.2	-0.37
COc1ccc(C(=O)Nc2ccc(NC(=O)c3cccs3)cc2)cc1[N+](=O)[O-]
→ x	-0.87	-0.25
Cc1cccc(C)c1NC(=O)CSc1ncnc2nc[nH]c12
→ -18.2	0.49	0.21
Cc1ccc(/C=C/C(=O)NCc2cccs2)o1
→ 20.0	x	x
O=C(Nc1cccnc1)c1cccc(F)c1
→ -53.9	1.33	-0.33
COc1cccc(CN2CCC(C(=O)N3CCN(c4ccccc4F)CC3)CC2)c1OC
→ 8.3	1.42	0.35
O=C(Cc1cn2ccsc2n1)NCc1ccccc1
→ x	0.07	0.3
COc1ccc(C2C(C(=O)/C=C/c3ccco3)=C(O)C(=O)N2CCN2CCOCC2)cc1 (configuration not stated)
→ 44.4	x	x
COc1ccc(NC(=O)c2cc(Cl)ccc2Cl)c([N+](=O)[O-])c1
→ -46.1	-0.62	0.32
CCN(C(=O)c1ccc(S(C)(=O)=O)cc1)C12CC3CC(CC(C3)C1)C2
→ x	-0.82	-1.12
CCOC(=O)C1CCN(Cc2cnc(Oc3ccc(N)cc3)s2)CC1
→ -33.3	-0.63	-1.47
COc1ccc(NC(=O)CCSc2ccc(C)cc2)cc1
→ 27.3	1.36	1.39
Cc1ccc(S(=O)(=O)Nc2cccc3cccnc23)cc1
→ 12.3	-2.08	-1.68
CN1CCN(C(CNS(=O)(=O)c2ccc(F)cc2)c2cccnc2)CC1 (configuration not stated)
→ 16.9	-0.66	-0.86
COC(=O)C1CCCN1C(=O)COc1ccc(Cl)cc1Br (configuration not stated)
→ 15.4	0.55	0.58
O=C(CSc1nnc(-c2cnccn2)n1Cc1ccco1)c1ccc(Cl)c(Cl)c1
→ 50.0	-0.29	1.01
Cc1cc(/C=N/n2cnnc2)c(C)n1-c1cccc(C(=O)O)c1
→ -14.3	-0.02	-0.84
CCN1C(=O)/C(=C2/C=Cc3cc(C)ccc3N2CC)N(C)C1=S
→ x	1.39	1.68
O=[N+]([O-])c1ccc(Cc2nnc(-c3ccccc3Cl)o2)cc1
→ -343.8	x	x
O=C(NCc1ccccn1)c1cn(-c2ccccc2)nc1-c1ccc(Cl)cc1
→ x	-0.83	-0.47
O=C1N/C(=C\c2ccc(O)cc2)C(O)=C1C=NCc1ccccc1
→ -18.8	0.58	-0.57
CC(C)(C)NC(=O)C(c1ccncc1)N(C(=O)Cn1nnc(-c2cccs2)n1)C1CCCCC1 (configuration not stated)
→ 23.7	-0.3	-0.22
CC(=O)C1C(c2ccc(OC(F)F)cc2)NC(=O)NC1(O)C(F)(F)F (configuration not stated)
→ x	1.01	0.59
CC(C)c1nccn1S(=O)(=O)c1cc([N+](=O)[O-])ccc1Cl
→ x	-1.07	-0.79
CCc1ccc(CN2CC(C(=O)O)CC2=O)cc1 (configuration not stated)
→ -21.4	0.54	0.39
Cc1ccc(NS(=O)(=O)c2cc(C(=O)Nc3cccc([N+](=O)[O-])c3)ccc2C)cc1
→ 3.3	-1.39	-1.53
CC(C)CC(=O)N[C@H](C(=O)N[C@H](C(=O)N[C@@H](CC(C)C)[C@@H](O)CC(=O)N[C@@H](C)C(=O)N[C@@H](CC(C)C)[C@@H](O)CC(=O)O)C(C)C)C(C)C
→ 42.9	-0.02	-0.88

# Molecules shown so far containing a COOH group:
# Every second line gives: INS promoter inh	SDO1 yeast rescue	SDO1 yeast rescue Rescue 24 h
CN=C1SC(CC(=O)Nc2ccc(C(=O)O)cc2)C(=O)N1C (configuration not stated)
→ 20.7	0.1	-1.06
Cc1cc(/C=N/n2cnnc2)c(C)n1-c1cccc(C(=O)O)c1
→ -14.3	-0.02	-0.84
CCc1ccc(CN2CC(C(=O)O)CC2=O)cc1 (configuration not stated)
→ -21.4	0.54	0.39
CC(C)CC(=O)N[C@H](C(=O)N[C@H](C(=O)N[C@@H](CC(C)C)[C@@H](O)CC(=O)N[C@@H](C)C(=O)N[C@@H](CC(C)C)[C@@H](O)CC(=O)O)C(C)C)C(C)C
→ 42.9	-0.02	-0.88

# Going on with the list:
# Every second line gives: INS promoter inh	SDO1 yeast rescue	SDO1 yeast rescue Rescue 24 h
Cn1c(=O)c2cc(S(=O)(=O)NC(C(=O)NC3CCCCC3)c3ccccc3)ccc2n(C)c1=O (configuration not stated)
→ x	-1.95	0.25
Cc1ccc(C(=O)NNC(=O)c2cc(OCC(F)(F)F)ccc2OCC(F)(F)F)cc1
→ 2.2	-0.23	-0.77
COc1cc(OC)cc(C(=O)N2CCN(c3ncccn3)CC2)c1
→ x	0.27	0.22
Cc1ccc(C(=O)NNC(=O)c2ccc(C)cc2)cc1
→ -72.7	x	x
N=C1C(c2ccccc2)=C(O)CN1NC(=O)c1ccccc1
→ -87.5	x	x
Cc1ccc(-c2noc(CN(C(=O)CCCN3C(=O)c4ccccc4C3=O)C(C)C)n2)cc1
→ -8.3	x	x
CCOc1ccc(N2C(=O)CC(N(CCc3ccc(OC)cc3)C(=O)c3cccc(F)c3)C2=O)cc1 (configuration not stated)
→ -66.7	-0.21	-0.01
COc1ccc(NC(=S)NC(NC(=O)c2cccc(C)c2)C(Cl)(Cl)Cl)c([N+](=O)[O-])c1 (configuration not stated)
→ 51.4	0.06	-0.51
CN(Cc1ccncn1)C(=O)CC1C(=O)NCCN1Cc1cccc(Oc2ccccc2)c1 (configuration not stated)
→ -100.0	x	x
O=C1NCC(c2ccccc2)C1C(=O)N/N=C\c1ccc(-c2ccc(Cl)c(Cl)c2)o1 (configuration not stated)
→ 21.7	0.23	0.08
CC1(C)SC(=S)N(NC(=O)Nc2ccccc2)C1N(O)C(=O)Nc1ccccc1 (configuration not stated)
→ x	0.17	0.21
O=C(NCCc1ccccc1)/C(=C\c1ccc([N+](=O)[O-])cc1)NC(=O)c1ccccc1
→ -67.7	-1.06	-0.53
Cc1ccc(CNC(=O)CN2CCN(Cc3ccc(Cl)cc3)C2=O)cc1
→ 21.6	0.03	-0.37
CC(=O)n1cc(C2C(=O)CCCC2=O)c2ccccc21
→ x	-0.18	-0.39
COc1ccc(NC(=O)c2ccccc2NC(=O)NC2CCCCC2)cc1
→ -5.1	-1.69	-1.09
COc1cccc(-n2nc(-c3ccnn3-c3ccc(F)cc3)c(=O)n(C)c2=O)c1
→ 4.2	-0.59	-0.87
COc1ccc(C2CC(c3ccccc3)=NN2C(=O)COC(=O)C2(C)CC2(Cl)Cl)cc1 (configuration not stated)
→ -28.6	x	x
Cc1nn(C)cc1CNC(=O)c1cnn2c(C(F)F)cc(C3CC3)nc12
→ -22.7	-0.56	-0.52
O=C(ON=C1CCSCC1)c1ccccc1
→ -20.0	x	x
COc1nc(NC(C)=O)nc(C)c1Br
→ 14.3	2.36	1.95
Cc1ccc(-c2cc(=O)c3ccccc3[nH]2)cc1
→ 28.6	0.39	0.52
CCCCc1n[nH]c2c1/C(=N/O)CC(c1ccccc1)C2 (configuration not stated)
→ x	-1.99	-1.78
Oc1ccc(/C=N/Nc2cc(N3CCCC3)nc(N3CCCC3)n2)cc1O
→ 14.8	1.56	1.92
CC1(C)C(=O)Nc2ccccc2N1C(=O)COc1cccnc1[N+](=O)[O-]
→ -18.2	x	x
O=C(Nc1ccc(-n2ccnc2P(=O)(O)c2ccccc2)cc1)c1ccccc1Cl
→ -1.8	0.48	0.28
COC(=O)C(O)(CC(=O)Nc1ccc(Cl)cc1Cl)C(F)(F)F (configuration not stated)
→ 60.0	1.36	-0.13
O=C1c2cccnc2C(=O)N1Cc1ccccc1
→ x	0.16	-0.35

# Bioassay records: PubChem, several laboratories

# A portion of the library; the hit share may differ from the screen's.
